High-throughput results deposited in PubChem by several laboratories.
TRAIL sens C8 = caspase-8 TRAIL sensitization; AID 624354; NB7+C8 cells + TRAIL, ATPlite viability luminescence; 360,000 compounds, 1% hits; inhibition (viability loss, TRAIL sensitization), % at 10 µM;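 active = compounds causing at least 50% loss of cell viability in the single-dose screen, relative to plate controls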
NCOA3 inh = inhibitors of human steroid receptor coactivator 3 (SRC3); HEK293 GAL4-SRC3 luciferase reporter, luminescence; inhibition, % at 3.6 µM; 360,000 compounds, 0.17% hits; AID 588352;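 active = inhibition above a per-campaign cutoff, the mean of all compounds plus 3 SD, cut at about 60% in these data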;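 note: 0% = DMSO-treated cells and 100% = gossypol-treated cells at 36 µM; higher means less SRC3-driven luciferase light from the GAL4 reporter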
NOD2-RIPK2 inh = inhibitors of human NOD2-RIPK2 interaction. O43353. CHO BLA complementation NOD2-RIPK2, CCF4 ratio. inhibition, % at 4.98 µM. 360,000 compounds, 0.38% hits. AID 624267; in the data active = inhibition above about 21%;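 note: 0% = vehicle only and 100% = reference blocker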
TLR9-MyD88 inh = inhibitors of human TLR9-MyD88 binding; Q9NR96+Q99836; CHO BLA complementation TLR9-MyD88, CCF4 FRET ratio; inhibition, % at 4.98 µM; 340,000 compounds, 0.21% hits;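 active = inhibition above the mean over all tested compounds plus 3 SD, cut at about 21% in these data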;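 note: 0% = DMSO only wells and 100% = clavulanate BLA inhibitor control wells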
TWEAK Fn14 block = inhibitors of TWEAK-Fn14 interaction signaling. AID 1159606. TWEAK-stimulated Fn14 reporter cells, luciferase luminescence, 8 h. inhibition, % at 10 µM. 360,000 compounds, 2% hits; in the data active = inhibition above about 50%
LRH-1 inv ag = inverse agonists of human LRH-1 (NR5A2) | HEK293T StAR-luciferase reporter, LRH-1 transfected, 24 h | inhibition, % at 3.6 µM | 360,000 compounds, 0.13% hits | AID 602396;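 active = inhibition above the mean inhibition of all tested compounds plus 3 SD, cut at about 73% in these data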;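 note: 0% = DMSO wells and 100% = reporter-only cells lacking LRH-1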
NR2F2 inh = NR2F2 (human) inhibition, primary screen; inhibition, % at 8.6 µM; HEK293T NGFI-A luciferase reporter, luminescence; 370,000 compounds, 0.7% hits; AID 686940; P24468;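 active = inhibition above a per-plate cutoff, mean inhibition of test wells between control levels plus 3 SD, cut at about 38% in these data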;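 note: cells cotransfected with COUP-TFII expression vector driving the NGFI-A reporter; 0% = median of COUP-TF2 test wells and 100% = reporter-only cells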
TROY NFkB inh = TROY signaling inhibition | Q293 LMP1-TROYcd NF-kB luciferase reporter, 4 h | inhibition, % at 10 µM | AID 1347056 | 360,000 compounds, 0.98% hits;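 active = compounds whose plate-normalised and pattern-corrected inhibition of the luciferase reporter signal at the single screening dose is 50% or more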
NCOA1 inh = inhibits human SRC1 coactivator | AID 588354 | inhibition, % at 3.6 µM | 360,000 compounds, 0.12% hits | HEK293 GAL4-SRC1 luciferase reporter, luminescence;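 active = inhibition above the campaign mean plus 3 SD, with each screening campaign given its own cutoff, cut at about 60% in these data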;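 note: 0% = DMSO treated cells and 100% = gossypol at 36 µM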
EBV LMP1 NFkB = inhibitors of Epstein-Barr LMP1-induced NF-kappaB reporter. LMP1-induced NF-kappaB luciferase reporter cells, luminescence. inhibition, % at 12.5 µM. 350,000 compounds, 0.69% hits. AID 504558; in the data active = inhibition above about 41%;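 note: 0% = neutral control wells and 100% = reference inhibitor control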
NCOA2 inhibitor = inhibits human steroid receptor coactivator 2; HEK293 GAL4-SRC2 luciferase reporter, luminescence; 370,000 compounds, 0.17% hits; inhibition, % at 9 µM;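 active = inhibition above the mean inhibition of all tested compounds plus 3 SD, set per campaign, cut at about 52% in these data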;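 note: 0% = DMSO treated cells and 100% = cells given Gossypol at 36 µM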
Target sequence (Q15596 whole entry, looked up, the tested form may be a part): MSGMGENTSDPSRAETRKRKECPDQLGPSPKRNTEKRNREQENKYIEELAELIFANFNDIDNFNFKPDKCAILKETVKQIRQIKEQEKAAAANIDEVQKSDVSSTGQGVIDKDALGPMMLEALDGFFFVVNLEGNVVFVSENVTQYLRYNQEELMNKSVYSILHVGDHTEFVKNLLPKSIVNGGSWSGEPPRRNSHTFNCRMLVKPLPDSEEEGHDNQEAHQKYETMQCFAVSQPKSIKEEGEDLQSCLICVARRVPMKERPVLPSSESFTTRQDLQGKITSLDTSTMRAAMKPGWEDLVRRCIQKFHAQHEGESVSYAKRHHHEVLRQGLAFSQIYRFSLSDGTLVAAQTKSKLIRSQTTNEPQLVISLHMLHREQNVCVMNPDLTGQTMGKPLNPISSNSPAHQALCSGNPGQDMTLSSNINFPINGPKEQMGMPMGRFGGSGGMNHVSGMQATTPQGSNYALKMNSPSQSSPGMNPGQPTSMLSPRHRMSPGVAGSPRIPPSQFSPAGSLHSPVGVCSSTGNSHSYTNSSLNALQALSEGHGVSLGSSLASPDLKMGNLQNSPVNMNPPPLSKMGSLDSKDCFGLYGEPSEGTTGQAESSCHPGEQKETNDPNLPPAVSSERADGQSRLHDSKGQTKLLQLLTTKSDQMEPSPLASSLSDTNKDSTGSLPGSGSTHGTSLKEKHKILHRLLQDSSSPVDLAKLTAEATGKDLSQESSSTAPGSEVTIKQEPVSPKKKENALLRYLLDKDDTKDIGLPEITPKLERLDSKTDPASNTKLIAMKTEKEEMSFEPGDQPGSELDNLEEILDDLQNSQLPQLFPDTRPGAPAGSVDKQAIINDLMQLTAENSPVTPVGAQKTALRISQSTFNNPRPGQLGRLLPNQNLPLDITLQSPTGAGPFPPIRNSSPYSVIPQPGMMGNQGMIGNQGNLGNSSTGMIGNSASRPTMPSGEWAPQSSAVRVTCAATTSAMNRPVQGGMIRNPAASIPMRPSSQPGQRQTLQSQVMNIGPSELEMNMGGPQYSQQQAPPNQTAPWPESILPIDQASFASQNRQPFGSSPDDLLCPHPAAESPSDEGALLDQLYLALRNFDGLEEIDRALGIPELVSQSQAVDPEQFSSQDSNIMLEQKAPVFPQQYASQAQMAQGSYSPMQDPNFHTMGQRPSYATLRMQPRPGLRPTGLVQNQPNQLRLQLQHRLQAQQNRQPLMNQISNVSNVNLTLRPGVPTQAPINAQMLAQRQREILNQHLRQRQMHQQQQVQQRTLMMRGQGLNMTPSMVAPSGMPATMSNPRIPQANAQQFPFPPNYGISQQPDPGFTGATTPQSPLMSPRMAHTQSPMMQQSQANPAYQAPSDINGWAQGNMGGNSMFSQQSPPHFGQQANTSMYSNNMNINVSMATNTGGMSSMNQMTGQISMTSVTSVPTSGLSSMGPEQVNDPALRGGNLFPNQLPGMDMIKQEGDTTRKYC
Numbers without * were called inactive. This is a subset; count on the stated rates, not on these rows.

`CC(C)CN(C(=O)COC(=O)c1ccc(Br)cc1)c1c(N)n(Cc2ccccc2)c(=O)[nH]c1=O` gave TRAIL sens C8 -1, NCOA3 inh -10, NOD2-RIPK2 inh 1, TLR9-MyD88 inh -12, TWEAK Fn14 block 4, LRH-1 inv ag 17, NR2F2 inh 5, TROY NFkB inh -2, NCOA1 inh 17, EBV LMP1 NFkB -4 and NCOA2 inhibitor -29.
For O=C(Cn1cnc2cc([N+](=O)[O-])ccc2c1=O)NCc1ccccc1 the results were TRAIL sens C8 -3, NCOA3 inh 17, NOD2-RIPK2 inh -6, TLR9-MyD88 inh 4, TWEAK Fn14 block 0, LRH-1 inv ag -10, NR2F2 inh 15, TROY NFkB inh 11, NCOA1 inh -16, EBV LMP1 NFkB -1 and NCOA2 inhibitor 5.
For CC(C)CC1NC(=O)N(CC(=O)Nc2cc(F)ccc2F)C1=O (stereo unspecified) the results were TRAIL sens C8 7, NCOA3 inh -9, NOD2-RIPK2 inh -1, TLR9-MyD88 inh -7, TWEAK Fn14 block -1, LRH-1 inv ag -4, NR2F2 inh -13, TROY NFkB inh -25, NCOA1 inh 0, EBV LMP1 NFkB 3 and NCOA2 inhibitor -25.
`CCCCNC(=O)c1ccc(-n2c(=S)[nH]c3ccccc3c2=O)cc1` gave TRAIL sens C8 -7, NCOA3 inh 3, NOD2-RIPK2 inh -13, TLR9-MyD88 inh -5, TWEAK Fn14 block -4, LRH-1 inv ag -11, NR2F2 inh -14, TROY NFkB inh -33, NCOA1 inh -4, EBV LMP1 NFkB -3 and NCOA2 inhibitor 10.
CCOc1ccc(S(=O)(=O)N2CCC(C(=O)N3CCCC3)CC2)cc1C was read as TRAIL sens C8 -4, NCOA3 inh 15, NOD2-RIPK2 inh 5, TLR9-MyD88 inh -9, TWEAK Fn14 block 4, LRH-1 inv ag 16, NR2F2 inh 1, TROY NFkB inh 9, NCOA1 inh -12, EBV LMP1 NFkB 3 and NCOA2 inhibitor -21.
For O=C(CNC(=O)c1ccccc1)OC(C(=O)Nc1cc(C(F)(F)F)ccc1Cl)c1ccccc1 (stereo unspecified) the results were TRAIL sens C8 -6, NCOA3 inh -10, NOD2-RIPK2 inh -1, TLR9-MyD88 inh -2, TWEAK Fn14 block 6, LRH-1 inv ag -2, NR2F2 inh -7, TROY NFkB inh 11, NCOA1 inh 5, EBV LMP1 NFkB -9 and NCOA2 inhibitor -6.
CCc1nnc(NC(=O)CSc2nnc(C3CC3)n2C)s1 was read as TRAIL sens C8 11, NCOA3 inh 9, NOD2-RIPK2 inh 4, TLR9-MyD88 inh 9, TWEAK Fn14 block 5, LRH-1 inv ag -5, NR2F2 inh 7, TROY NFkB inh 20, NCOA1 inh -6, EBV LMP1 NFkB -2 and NCOA2 inhibitor -22.
Screening COc1cccc(NC(=O)Nc2cccn(Cc3ccccc3)c2=O)c1 returned TRAIL sens C8 4, NCOA3 inh -19, NOD2-RIPK2 inh -11, TLR9-MyD88 inh -1, TWEAK Fn14 block 13, LRH-1 inv ag -10, NR2F2 inh 0, TROY NFkB inh 1, NCOA1 inh 1, EBV LMP1 NFkB 5 and NCOA2 inhibitor -33.
For COc1cccc(-c2nnn(CC(=O)NC3CCCC3)n2)c1OC the results were TRAIL sens C8 -11, NCOA3 inh -9, NOD2-RIPK2 inh -5, TLR9-MyD88 inh -1, TWEAK Fn14 block 9, LRH-1 inv ag 7, NR2F2 inh -8, TROY NFkB inh -16, NCOA1 inh -6, EBV LMP1 NFkB 3 and NCOA2 inhibitor -5.
Cc1cc(C)n(-c2nc(C)nc3c2cnn3-c2ccccc2)n1 was read as TRAIL sens C8 8, NCOA3 inh 2, NOD2-RIPK2 inh -7, TLR9-MyD88 inh -1, TWEAK Fn14 block -16, LRH-1 inv ag 19, NR2F2 inh -7, TROY NFkB inh -32, NCOA1 inh 4, EBV LMP1 NFkB 0 and NCOA2 inhibitor 13.
`COc1ccc(CCNC(=O)COc2ccc(-c3ccc(C)cc3)cc2)cc1OC` gave TRAIL sens C8 -12, NCOA3 inh 14, NOD2-RIPK2 inh 7, TLR9-MyD88 inh 1, TWEAK Fn14 block -3, LRH-1 inv ag -12, NR2F2 inh 0, TROY NFkB inh 3, NCOA1 inh 5, EBV LMP1 NFkB 25 and NCOA2 inhibitor 1.
`Cc1cc(C(=O)CSc2ccc(Cl)cc2)cc(C)c1OC(=S)N(C)C` gave TRAIL sens C8 5, NCOA3 inh -19, NOD2-RIPK2 inh -15, TLR9-MyD88 inh 5, TWEAK Fn14 block 44, LRH-1 inv ag -29, NR2F2 inh -18, TROY NFkB inh 80*, NCOA1 inh -32, EBV LMP1 NFkB -24 and NCOA2 inhibitor -28.
CC(C)Cc1nnc(NS(=O)(=O)c2ccc([N+](=O)[O-])cc2)s1 was read as TRAIL sens C8 0, NCOA3 inh -23, NOD2-RIPK2 inh 4, TLR9-MyD88 inh -12, TWEAK Fn14 block 9, LRH-1 inv ag -17, NR2F2 inh -20, TROY NFkB inh 3, NCOA1 inh 17, EBV LMP1 NFkB -16 and NCOA2 inhibitor 8.
For COc1ccc(C)cc1-n1c(SCC(=O)NCC2CCCO2)nc2c([nH]c3ccccc32)c1=O (stereo unspecified) the results were TRAIL sens C8 16, NCOA3 inh 5, NOD2-RIPK2 inh 8, TLR9-MyD88 inh -8, TWEAK Fn14 block -18, LRH-1 inv ag 21, NR2F2 inh 6, TROY NFkB inh 2, NCOA1 inh -14, EBV LMP1 NFkB -7 and NCOA2 inhibitor -10.
For Cc1ccc2c(COC(=O)c3n[nH]c4ccccc34)cc(=O)oc2c1 the results were TRAIL sens C8 24, NCOA3 inh -91, NOD2-RIPK2 inh -8, TLR9-MyD88 inh -3, TWEAK Fn14 block 18, LRH-1 inv ag -111, NR2F2 inh -26, TROY NFkB inh -20, NCOA1 inh -114, EBV LMP1 NFkB -4 and NCOA2 inhibitor -20.
Screening CC(=NNC(=O)c1ccncc1)c1ccc(Cl)cc1Cl returned TRAIL sens C8 3, NCOA3 inh 3, NOD2-RIPK2 inh 4, TLR9-MyD88 inh 7, TWEAK Fn14 block 11, LRH-1 inv ag 3, NR2F2 inh 15, TROY NFkB inh -2, NCOA1 inh 7, EBV LMP1 NFkB 7 and NCOA2 inhibitor -19.
For CC(C)(C)c1ccc(C(=O)Nc2cccc(-n3cnnn3)c2)cc1 the results were TRAIL sens C8 71*, NCOA3 inh -60, NOD2-RIPK2 inh 3, TLR9-MyD88 inh 1, TWEAK Fn14 block -25, LRH-1 inv ag -49, NR2F2 inh -43, TROY NFkB inh -5, NCOA1 inh -40, EBV LMP1 NFkB -38 and NCOA2 inhibitor -35.
COc1ccc(C2=CC(=O)CC(C)(C)C2)cc1OC was read as TRAIL sens C8 -1, NCOA3 inh 22, NOD2-RIPK2 inh -4, TLR9-MyD88 inh -10, TWEAK Fn14 block -10, LRH-1 inv ag 60, NR2F2 inh 3, TROY NFkB inh -22, NCOA1 inh 10, EBV LMP1 NFkB 7 and NCOA2 inhibitor 10.
`O=C(COC(=O)Cc1ccc2c(c1)OCCO2)Nc1ccc(S(=O)(=O)N2CCCC2)cc1` gave TRAIL sens C8 -2, NCOA3 inh 16, NOD2-RIPK2 inh -4, TLR9-MyD88 inh 1, TWEAK Fn14 block 8, LRH-1 inv ag 17, NR2F2 inh 2, TROY NFkB inh -1, NCOA1 inh -2, EBV LMP1 NFkB -7 and NCOA2 inhibitor -12.
`Cn1c(SCC(=O)OC2CCCCC2)nnc1-c1ccc2c(c1)OCO2` gave TRAIL sens C8 9, NCOA3 inh 1, NOD2-RIPK2 inh -2, TLR9-MyD88 inh 1, TWEAK Fn14 block 6, LRH-1 inv ag -20, NR2F2 inh 7, TROY NFkB inh 12, NCOA1 inh -6, EBV LMP1 NFkB 2 and NCOA2 inhibitor 6.
`COc1ccc(NC(=O)CCS(=O)(=O)c2ccc3c(c2)NC(=O)C(C)S3)cc1OC` (stereo unspecified) gave TRAIL sens C8 -14, NCOA3 inh 5, NOD2-RIPK2 inh -11, TLR9-MyD88 inh 5, TWEAK Fn14 block 6, LRH-1 inv ag 1, NR2F2 inh 2, TROY NFkB inh 15, NCOA1 inh 10, EBV LMP1 NFkB -4 and NCOA2 inhibitor 10.
Screening CCOC(=O)C1CCCN(C(=O)c2cc(-c3ccc(F)cc3)nc3ccccc23)C1 (stereo unspecified) returned TRAIL sens C8 8, NCOA3 inh -10, NOD2-RIPK2 inh 13, TLR9-MyD88 inh -8, TWEAK Fn14 block -22, LRH-1 inv ag -3, NR2F2 inh 3, TROY NFkB inh -5, NCOA1 inh -32, EBV LMP1 NFkB 1 and NCOA2 inhibitor -10.
For Cc1cccc(Oc2ncnc(N)c2[N+](=O)[O-])c1C the results were TRAIL sens C8 13, NCOA3 inh 23, NOD2-RIPK2 inh -2, TLR9-MyD88 inh 4, TWEAK Fn14 block -5, LRH-1 inv ag 7, NR2F2 inh 15, TROY NFkB inh 9, NCOA1 inh 29, EBV LMP1 NFkB 2 and NCOA2 inhibitor 4.
CC(=O)c1cccc(OCC(O)CNCCOc2ccc(C)cc2)c1 (stereo unspecified) was read as TRAIL sens C8 -12, NCOA3 inh -6, NOD2-RIPK2 inh -7, TLR9-MyD88 inh -2, TWEAK Fn14 block -7, LRH-1 inv ag -17, NR2F2 inh -3, TROY NFkB inh -9, NCOA1 inh -30, EBV LMP1 NFkB 0 and NCOA2 inhibitor -7.
For N#C[C@H]1C2OC2c2ccccc2N1C(=O)c1ccccc1 (stereo partly specified) the results were TRAIL sens C8 10, NCOA3 inh -14, NOD2-RIPK2 inh 1, TLR9-MyD88 inh -2, TWEAK Fn14 block 15, LRH-1 inv ag -4, NR2F2 inh 12, TROY NFkB inh 8, NCOA1 inh -10, EBV LMP1 NFkB 0 and NCOA2 inhibitor -36.
`CC(=O)c1c(C)[nH]c(C(=O)N2c3ccccc3CC2C)c1C` (stereo unspecified) gave TRAIL sens C8 -2, NCOA3 inh -16, NOD2-RIPK2 inh -1, TLR9-MyD88 inh -7, TWEAK Fn14 block 16, LRH-1 inv ag -10, NR2F2 inh -23, TROY NFkB inh -10, NCOA1 inh 8, EBV LMP1 NFkB -2 and NCOA2 inhibitor -6.
Screening CCc1ccc(C(=O)CSc2ncn[nH]2)cc1 returned TRAIL sens C8 5, NCOA3 inh -24, NOD2-RIPK2 inh -2, TLR9-MyD88 inh 1, TWEAK Fn14 block -3, LRH-1 inv ag -22, NR2F2 inh 0, TROY NFkB inh -54, NCOA1 inh -28, EBV LMP1 NFkB -6 and NCOA2 inhibitor -7.
For Cc1ccc2c(c1)C(=C(C#N)C#N)CCN2 the results were TRAIL sens C8 7, NCOA3 inh 18, NOD2-RIPK2 inh -4, TLR9-MyD88 inh -11, TWEAK Fn14 block 20, LRH-1 inv ag -1, NR2F2 inh 25, TROY NFkB inh 29, NCOA1 inh 3, EBV LMP1 NFkB 1 and NCOA2 inhibitor 1.
